Screening results as filed in PubChem.
ADAM17 inh: inhibits human ADAM17; recombinant ADAM17, EDANS/DABCYL FRET peptide cleavage; inhibition, % at 6.95 µM; hit rate 0.83% among 370,000;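 active means inhibition above the mean of compounds lying between control limits plus 3 SD, set per campaign, cut at about 8.5% in these data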;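 further: 0% = DMSO-only wells as the low control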
ADAM10 inh: inhibits human ADAM10; O14672; hit rate 0.62% among 370,000; AID 720582; inhibition, % at 7 µM; recombinant ADAM10, EDANS/DABCYL FRET peptide cleavage, 3 h;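 active means inhibition above a per-campaign cutoff equal to the mean of compounds falling between control-based bounds plus 3 SD, cut at about 20% in these data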;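 further: 0% = DMSO wells while the 100% control is not disclosed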
ASAP1 inh: ASAP1 ArfGAP inhibition; Q9ULH1; ASAP1-stimulated ARF1 GTP hydrolysis, GDP FP detection; inhibition, % at 16.5 µM; hit rate 0.19% among 360,000; AID 624377; in the data active means inhibition above about 25%;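 further: 0% = vehicle with enzyme and substrate and 100% = no enzyme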
Target sequence (Q9ULH1 325-724 limits assumed): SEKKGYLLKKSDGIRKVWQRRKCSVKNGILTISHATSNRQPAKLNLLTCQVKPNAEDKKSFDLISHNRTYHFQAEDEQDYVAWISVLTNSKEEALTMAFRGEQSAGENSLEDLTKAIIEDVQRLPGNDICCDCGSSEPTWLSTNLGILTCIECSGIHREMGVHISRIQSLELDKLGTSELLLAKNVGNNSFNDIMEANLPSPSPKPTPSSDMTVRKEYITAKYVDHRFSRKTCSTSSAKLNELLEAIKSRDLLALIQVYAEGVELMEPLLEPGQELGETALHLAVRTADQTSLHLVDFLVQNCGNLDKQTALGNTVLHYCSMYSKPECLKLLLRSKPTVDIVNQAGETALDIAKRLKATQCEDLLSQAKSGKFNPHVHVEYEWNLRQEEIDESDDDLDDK
Tn6 DDE FP: disrupts Tn6 cyclic peptide binding to fibrin D-Dimer-E complex; P02675; Fibrin DD(E) TRITC-Tn6 fluorescence polarization displacement; inhibition, % at 8.3 µM; hit rate 0.21% among 370,000;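 active means inhibition above a per-campaign cutoff: mean of compounds within control limits plus 3 SD, cut at about 15% in these data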;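 further: 0% = median of all compound wells on the plate and 100% = blocking peptide control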
PLCb3 inh: PLC-beta3 (human) inhibition, primary screen | Q01970 | Purified PLC-beta3, fluorogenic substrate, fluorescence | inhibition, % at 12.2 µM | hit rate 0.18% among 370,000; in the data active means inhibition above about 11%;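 further: 0% = median of compound wells on plate and 100% = full blocker control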
SIAE inh: human SIAE inhibition, primary screen. Q9HAT2. SIAE FP-Rh probe binding, fluorescence polarization. inhibition, % at 9.66 µM. hit rate 0.69% among 370,000;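 active means inhibition above a cutoff: mean of compounds within the control limits plus 3 SD of those, cut at about 17% in these data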;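 further: 0% = plate median of compound wells and 100% = probe without SIAE protein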
ARFGAP1 inh: inhibits rat ARF GTPase activating protein 1; Arfgap1-stimulated ARF1 GTP hydrolysis, GDP FP detection; Q62848; hit rate 0.26% among 360,000; inhibition, % at 16.5 µM;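 active means inhibition above a per-plate limit, mean inhibition of low control wells plus 3 SD, cut at about 25% in these data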;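 further: 0% = DMSO wells with enzyme and 100% = wells lacking Arfgap1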
Target sequence (Q62848 1-136 limits assumed): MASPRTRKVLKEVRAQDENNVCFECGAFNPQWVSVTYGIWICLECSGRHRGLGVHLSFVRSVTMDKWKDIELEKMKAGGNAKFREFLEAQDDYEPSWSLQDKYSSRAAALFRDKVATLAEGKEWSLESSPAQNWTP
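Repeats: one replicate per compound; assay system: rat Arfgap1 catalytic domain, aa 1-136; times: enzyme reaction 120 min at 25 °C after 20 min preincubation; detection: FP of antibody-bound GDP Alexa 633 tracer, ex 620/em 688 nm; benchmarks: high control wells lacking Arfgap1, low control full reaction with DMSO; reagent: human ARF1(Δ1-17)-GTP substrate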
PLC-gamma1 inh: PLC-gamma1 (human) inhibition, primary screen | purified PLC-gamma1, fluorogenic substrate, fluorescence | inhibition, % at 12.2 µM | hit rate 0.84% among 370,000; in the data active means inhibition above about 9.5%
Tn7 DDE FP: inhibitors of Tn7 peptide binding to human fibrin DD(E) | P02675 | FP displacement of FITC-Tn7 peptide from fibrin DD(E); 0% = median of compound wells per plate | inhibition, % at 8.3 µM | hit rate 0.13% among 370,000 | AID 720508;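 active means inhibition above the mean of compounds falling within the control limits plus 3 SD of them, cut at about 14% in these data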;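 further: 0% = plate median of compound wells and 100% = 10 µM Aha-Tn7 peptide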
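Assay system: Human fibrin DD(E) protein | Medium: Tris buffer with calcium and detergent, pH 7.8 | Reagent: 0.1 µM fluorescent Tn7 | Compound dosing: Single point at 8.3 µM | Times: 10 min preincubation, 3 h with tracer, room temperature | Detection: Fluorescence polarization of the labelled Tn7 tracer | Controls: Aha-Tn7 high control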
TDP2 absorb: TDP2 (human) inhibition, absorbance primary screen. recombinant TDP2, T5PNP hydrolysis, p-nitrophenol absorbance 415 nm. inhibition, % at 12.8 µM. O95551. hit rate 0.34% among 370,000;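 active means inhibition above the mean of all tested compounds plus 3 SD, set per campaign, cut at about 25% in these data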;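 further: 0% = DMSO with enzyme and 100% = buffer with substrate but no TDP2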
Target sequence (O95551 whole entry, looked up): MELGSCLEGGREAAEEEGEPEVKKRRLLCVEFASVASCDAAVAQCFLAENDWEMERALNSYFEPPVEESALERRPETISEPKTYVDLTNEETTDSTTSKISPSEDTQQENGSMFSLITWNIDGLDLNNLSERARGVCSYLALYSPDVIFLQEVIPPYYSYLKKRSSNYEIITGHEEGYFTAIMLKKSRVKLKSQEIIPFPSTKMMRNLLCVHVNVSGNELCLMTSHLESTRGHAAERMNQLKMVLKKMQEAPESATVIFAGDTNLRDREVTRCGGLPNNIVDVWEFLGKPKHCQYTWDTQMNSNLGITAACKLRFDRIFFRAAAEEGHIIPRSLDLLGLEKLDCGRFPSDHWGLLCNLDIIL
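Assay system: recombinant human TDP2 / Reagent: T5PNP substrate at 5 mM, a TopII-DNA adduct mimic / Measured by: epi absorbance from released p-nitrophenol / Evaluation: % inhibition relative to enzyme-containing and enzyme-free wells / Control set: enzyme-free and DMSO wells / Replicates: each compound tested once, singlicate / Schedule: enzyme reaction with compound for 2 h at 37 °C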
* marks the source's active call; other numbers are inactive results. An unsorted share of the library, and some 3.6% of all compounds hit somewhere here.

SMILES	ADAM17 inh	ADAM10 inh	ASAP1 inh	Tn6 DDE FP	PLCb3 inh	SIAE inh	ARFGAP1 inh	PLC-gamma1 inh	Tn7 DDE FP	TDP2 absorb
CCOC(=O)c1ccc(NC(=O)C2CCN(S(=O)(=O)CC)CC2)cc1	1	9	13	3	3	5	-8	3	9	-9
Cn1c(SCc2ccc3c(c2)OCO3)nnc1-c1ccccc1	-2	-2	-7	5	0	-2	-1	-4	7	-1
O=C(Cc1ccccc1)NCC(=O)OCc1ccccc1F	0	-3	-15	3	-6	-9	-3	2	4	-4
O=C(NCC(=O)N(c1ccccc1)C(C(=O)NC1CCCC1)c1cccnc1)c1ccco1 (configuration not stated)	7	10	6	-3	8	0	7	10*	-6	-19
CCOc1ccc(C(C(=O)NCC2CCCO2)N(C(=O)c2snc(C(N)=O)c2N)c2cccc(F)c2)cc1 (configuration not stated)	-153	-430	-2	-1	-280	-1	7	-170	1	-4
CC(C)CCN1CCN(Cc2ccc(N3CCNC3=O)cc2)CC1CCO (configuration not stated)	-6	-12	-1	-13	-7	5	10	-2	-6	3
COc1ccc(NC(=O)/C=C/c2ccc(OC)c(OC)c2)cn1	-5	-2	11	-8	-5	-12	10	-2	5	3
CCN(CC(=O)NCc1ccc(Cl)cc1)C(=O)c1ccc(S(=O)(=O)N(C)C)cc1	1	8	16	-5	-1	0	0	1	-1	-10
O=C(Nc1ccccc1)c1cc(N2CCOCC2)nc2ccccc12	-39	-136	-8	0	-360	0	-16	-305	-1	-3
O=S(=O)(Nc1ccc(S(=O)(=O)Nc2nccs2)cc1)c1ccc(Br)cc1	-2	0	-1	9	-9	-9	0	3	5	-12
Cc1nn(C)cc1/C=N/NC(=O)c1ccc2c(c1)OCO2	0	5	-11	-2	2	4	14	-2	-5	3
COc1ccc(CN2C(=O)C(CC(=O)NC3CC3)CC(C(=O)N(C)C)=C2C)cc1 (configuration not stated)	-1	-5	-3	8	2	-5	-2	4	-1	8
C[C@@H](C(=O)NCc1c(F)cccc1Cl)N1C(=O)N2CCc3c([nH]c4ccccc34)[C@@]2(C)C1=O	3	0	12	-5	7	7	5	3	2	7
O=C(c1ccco1)N1N=C(c2ccccc2)CC1c1ccc2nccnc2c1 (configuration not stated)	3	15	4	3	-8	-2	4	6	-5	4
Cc1cc(S(=O)(=O)Nc2c(C)ccc3nsnc23)ccc1F	2	-112	3	2	-7	-7	-13	-8	4	7
CCOC(=O)c1ccc(NC(=O)c2nc[nH]c2C(=O)N(C)CCO)cc1	0	-14	-5	-2	1	1	8	1	-9	5
COc1ccc(N2CCN(C(=S)Nc3cccc(C)c3)CC2)cc1	-6	3	-1	-4	-2	-5	6	0	5	-2
O=C1c2cccnc2C(O)N1Cc1ccccc1 (configuration not stated)	1	0	-3	6	2	4	-2	1	7	-17
CCOC(=O)Cn1c(=O)oc2cc(S(=O)(=O)N3CCC(N4CCCCC4)CC3)ccc21	0	-9	7	2	0	3	6	1	-5	0
O=C(COC(=O)/C=C/C(=O)OCC(=O)Nc1ccccc1F)Nc1ccccc1F	-1	3	-2	1	-1	2	6	2	1	5
CCOc1ncccc1C(=O)OCc1ccc(C(=O)OC)cc1	-4	-3	-6	7	-4	7	2	-1	11	-13
CN(CC(=O)N1CCCCC1)S(=O)(=O)c1cccc2nsnc12	-2	1	-1	7	-2	-7	-4	2	-4	15
O=C1NC[C@H](c2ccccc2)OC(=O)[C@H](Cc2ccc(F)cc2)CC/C=C/C[C@@H]1CC(=O)N(CCO)Cc1ccccc1	1	11	-2	5	2	0	-3	-1	-2	0
CN1CCN(C(=S)NC(=O)c2cccc(S(=O)(=O)N(C)C)c2)CC1	-6	4	-7	-1	-7	0	-3	-1	0	5
O=C(NCc1ccccn1)c1nc(Cn2ccc([N+](=O)[O-])n2)no1	1	5	-6	9	2	-6	11	3	-1	-3
Fc1ccccc1NC(=S)Nc1cccnc1	-6	-6	-5	5	-1	-1	-7	2	3	0
C=CCNc1cccc2c1S(=O)(=O)N[C@@H](CC(C)C)CO2	-3	-4	0	0	3	2	3	1	6	0
O=C(CCC1CCN(C(=O)c2cc(C(F)(F)F)ccc2Cl)CC1)NC1CC1	-6	-8	-7	-7	-5	-2	-5	-3	-2	15
CC(=O)NCCC(=O)Nc1nc(-c2ccc3c(c2)OCCO3)cs1	-7	2	2	1	-4	-1	11	0	4	11
O=[N+]([O-])c1ccc2c(c1Nc1ccccc1Cl)=NC1(CCCCC1)N=2	-10	4	12	-8	1	1	-1	-4	-3	2

Limited to TDP2 absorb, for 2 of the compounds above:
SMILES	TDP2 absorb
CN(CC(=O)N1CCCCC1)S(=O)(=O)c1cccc2nsnc12	15
O=C1NC[C@H](c2ccccc2)OC(=O)[C@H](Cc2ccc(F)cc2)CC/C=C/C[C@@H]1CC(=O)N(CCO)Cc1ccccc1	0

Further records follow.
SMILES	ADAM17 inh	ADAM10 inh	ASAP1 inh	Tn6 DDE FP	PLCb3 inh	SIAE inh	ARFGAP1 inh	PLC-gamma1 inh	Tn7 DDE FP	TDP2 absorb
CCCOc1ccccc1NC(=O)c1ccc([N+](=O)[O-])cc1	-4	-9	11	0	0	-1	1	1	8	3
CCC(C)(C)C1CCC2(CC1)NC(CO)(CO)CO2 (configuration not stated)	-3	-7	4	10	1	-4	7	4	1	6
COc1cc2c(cc1OC)CN(C1CCC(C(C)(C)C)CC1)CC2 (configuration not stated)	-16	-27	1	1	-13	5	2	-6	-1	-3
Cc1nc2cc(C(=O)OCC(=O)Nc3ccc(C#N)cc3)ccc2n1-c1ccccc1	1	-6	5	-11	-17	-13	5	-14	-4	-4
CCOc1ccccc1N1CC(C(=O)Nc2cc(Cl)ccc2C)CC1=O (configuration not stated)	1	-4	-4	0	-3	-5	-2	0	0	-6
CCc1ccc(NC(=S)NCc2ccccc2)cc1	-1	4	6	1	-4	0	-1	2	0	8
CCc1noc(C)c1C(=O)N1CCN(S(=O)(=O)c2ccc(C(C)=O)cc2)CC1	0	0	-8	0	-2	4	-6	0	6	1
O=C(CCc1ccccc1)Nc1ccc(NC(=O)C2CC2)nc1	-3	-5	-2	2	3	5	7	0	4	1
Cc1ccccc1NC(=O)Cc1nc(COC(=O)c2cccc(O)c2)cs1	-77	-2	9	1	-9	-9	-2	-4	-3	5
CSc1cccc(NC(=O)CCc2ccccc2)c1	-3	-7	-6	4	-6	-7	10	-5	5	8
CC(C)(CNC(=O)c1cc(Cl)c(O)c(Cl)c1)N1CCCCC1	0	0	5	9	-1	-1	-5	1	-3	3
C/C(CC(=O)Nc1cccnc1)=N\NC(=O)C(=O)NC(C)C	0	-1	12	2	-5	3	9	5	2	10
CCOc1ccccc1NC(=O)C1COc2ccccc2O1 (configuration not stated)	3	-7	-2	6	-4	3	-2	2	1	-3
CC(=O)N1CCc2cc(S(=O)(=O)NCCCOC(C)C)ccc21	1	3	-12	1	1	7	-6	-1	5	-1
O=C(OCc1ccc(COC(=O)c2ccccn2)cc1)c1ccccn1	5	-3	-9	-2	1	1	6	1	8	12
O=C(NCc1nc2ccccc2[nH]1)C1=C[C@@H](c2ccccc2)C[C@@H](OCCCCO)O1	-2	1	2	5	-2	-7	12	-3	-1	11
Cc1ccc(S(=O)(=O)N2CCN(C(=O)COC(=O)c3c(C)noc3C)CC2)c(C)c1	-10	-3	-8	-2	-11	-4	4	0	2	-11
COc1ccc(Sc2cccc3c2S(=O)(=O)N([C@H](C)c2ccccc2)C[C@@H](COCc2ccccc2)O3)cc1OC	-1	6	6	2	5	-7	5	-1	-10	-3
CCOC(=O)c1nsnc1NCCSC(=N)N	-91	-281	1	-1	-65	2	8	-65	7	6
C[C@H](CO)N1C[C@H](C)[C@@H](CN(C)C(=O)Nc2ccc(C(F)(F)F)cc2)Oc2ccc(NS(=O)(=O)c3ccccc3)cc2C1=O	-2	4	9	-2	1	-3	12	-1	-1	8
CC(=O)Nc1nnc(SCC(=O)NCC2CCCO2)s1 (configuration not stated)	-5	2	13	1	1	1	-3	0	7	3
O=C(Nc1ccc(F)cc1)C(Cc1ccccc1)n1cccc1 (configuration not stated)	0	5	5	5	-7	-1	6	1	8	7

Structural class: the entries above containing fluorine
SMILES	ADAM17 inh	ADAM10 inh	ASAP1 inh	Tn6 DDE FP	PLCb3 inh	SIAE inh	ARFGAP1 inh	PLC-gamma1 inh	Tn7 DDE FP	TDP2 absorb
O=C(Cc1ccccc1)NCC(=O)OCc1ccccc1F	0	-3	-15	3	-6	-9	-3	2	4	-4
CCOc1ccc(C(C(=O)NCC2CCCO2)N(C(=O)c2snc(C(N)=O)c2N)c2cccc(F)c2)cc1 (configuration not stated)	-153	-430	-2	-1	-280	-1	7	-170	1	-4
C[C@@H](C(=O)NCc1c(F)cccc1Cl)N1C(=O)N2CCc3c([nH]c4ccccc34)[C@@]2(C)C1=O	3	0	12	-5	7	7	5	3	2	7
Cc1cc(S(=O)(=O)Nc2c(C)ccc3nsnc23)ccc1F	2	-112	3	2	-7	-7	-13	-8	4	7
O=C(COC(=O)/C=C/C(=O)OCC(=O)Nc1ccccc1F)Nc1ccccc1F	-1	3	-2	1	-1	2	6	2	1	5
O=C1NC[C@H](c2ccccc2)OC(=O)[C@H](Cc2ccc(F)cc2)CC/C=C/C[C@@H]1CC(=O)N(CCO)Cc1ccccc1	1	11	-2	5	2	0	-3	-1	-2	0
Fc1ccccc1NC(=S)Nc1cccnc1	-6	-6	-5	5	-1	-1	-7	2	3	0
O=C(CCC1CCN(C(=O)c2cc(C(F)(F)F)ccc2Cl)CC1)NC1CC1	-6	-8	-7	-7	-5	-2	-5	-3	-2	15
C[C@H](CO)N1C[C@H](C)[C@@H](CN(C)C(=O)Nc2ccc(C(F)(F)F)cc2)Oc2ccc(NS(=O)(=O)c3ccccc3)cc2C1=O	-2	4	9	-2	1	-3	12	-1	-1	8
O=C(Nc1ccc(F)cc1)C(Cc1ccccc1)n1cccc1 (configuration not stated)	0	5	5	5	-7	-1	6	1	8	7
